Compound activity (PubChem BioAssay)
All columns: NCI-60 one-dose screen, growth in % after 48 h at 10 µM unless noted; 100 = growth as untreated, 0 = no growth, -100 = all killed.
MDA-MB-435: MDA-MB-435 melanoma. 82,000 tested, 7.8% active. AID 1794794
SK-MEL-2: SK-MEL-2 melanoma | 77,000 tested, 4.7% active
SK-MEL-28: SK-MEL-28 melanoma; 81,000 tested, 4.1% active; AID 1794761
UACC-62: UACC-62 melanoma | AID 1794756 | 81,000 tested, 5.4% active
UACC-257: UACC-257 melanoma. 78,000 tested, 4.4% active. AID 1794764
MALME-3M: MALME-3M melanoma; 78,000 tested, 5.8% active; AID 1794766
SK-MEL-5: SK-MEL-5 melanoma; 80,000 tested, 6.4% active
LOX IMVI: LOX IMVI melanoma | 79,000 tested, 7.4% active | AID 1794757
The depositor's hits bear a star; nt = not tested or not shown; & = joins results of further samples; [ ] = another dose, or the depositor's remark. How the source made its calls: active means growth percent below 10; inactive means the rest. Outcome played no part in choosing rows; overall some 12% were active at least once.

Preview (twelve entries):
| entry | Structure | SK-MEL-2 | UACC-62 | UACC-257 | MDA-MB-435 | SK-MEL-28 | MALME-3M | SK-MEL-5 | LOX IMVI |
| --- | --- | --- | --- | --- | --- | --- | --- | --- | --- |
| 1 | Cc1ccc(Nc2ncnc3c2c(C)nn3-c2ccc(Cl)cc2)cc1 | 108 | 92 | 104 | 100 | 113 | 101 | 99 | nt |
| 2 | CC(C)(S)C(N)C(=O)O (configuration not stated) | 93 | 101 | 94 | 107 | 104 | 93 | 103 | 99 |
| 3 | OCC1Cc2ccccc2C1 | 105 | 100 | 110 | 111 | 112 | nt | 100 | 94 |
| 4 | O=C1CCC23OC4ON=C(c5ccccc5)C4C2C(O)c2ccccc2N13 (configuration not stated) | 102 | 90 | 116 | 108 | 114 | 98 | 113 | 92 |
| 5 | Cn1c(=O)c2[nH]c(=S)[nH]c2n(C)c1=O | 110 | 102 | 99 | 105 | 108 | 106 | 108 | 107 |
| 6 | OCCNc1nc(Nc2ccc(C3=NN(c4cc(Cl)cc(Cl)c4)C(c4ccccc4)C3)cc2)nc(N2CCOCC2)n1 (configuration not stated) | 105 | 54 | 95 | 87 | 85 | 99 | 76 | 69 |
| 7 | C(=N\N1CCCCCC1)/c1cccc2ccccc12 | 115 | 100 | 102 | 113 | 116 | nt | 99 | 101 |
| 8 | Cc1cc(=O)oc2cc(OCCn3cc(COC(=O)/C=C/c4cn(-c5ccccc5)nc4-c4ccc(Cl)cc4)nn3)ccc12 | 102 | 87 | 122 | 97 | 107 | 102 | 100 | 80 |
| 9 | CCCCC(=O)C1CCCC1 | 117 | 110 | 93 | 104 | 105 | 116 | 113 | 105 |
| 10 | C/C(=N\N=C(N)N)c1ccc(NC(=O)Nc2ccc(/C(C)=N/N=C(N)N)cc2)cc1 | 92 | 96 | nt | 95 | 115 | 74 | 41 | 94 |
| 11 | COc1ccc(-n2cc(-c3ccc(Cl)cc3)nc2SCC(=O)c2ccc(Cl)cc2)cc1 | 100 | 95 | nt | 99 | 106 | 97 | 99 | 87 |
| 12 | CC(C)N1C(=O)c2ccccc2C1=O | 103 | nt | 105 | 95 | 110 | 107 | 108 | 100 |

Results (from the top)
| entry | Structure | SK-MEL-2 | UACC-62 | UACC-257 | MDA-MB-435 | SK-MEL-28 | MALME-3M | SK-MEL-5 | LOX IMVI |
| --- | --- | --- | --- | --- | --- | --- | --- | --- | --- |
| 1 | Cc1ccc(Nc2ncnc3c2c(C)nn3-c2ccc(Cl)cc2)cc1 | 108 | 92 | 104 | 100 | 113 | 101 | 99 | nt |
| 2 | CC(C)(S)C(N)C(=O)O (configuration not stated) | 93 | 101 | 94 | 107 | 104 | 93 | 103 | 99 |
| 3 | OCC1Cc2ccccc2C1 | 105 | 100 | 110 | 111 | 112 | nt | 100 | 94 |
| 4 | O=C1CCC23OC4ON=C(c5ccccc5)C4C2C(O)c2ccccc2N13 (configuration not stated) | 102 | 90 | 116 | 108 | 114 | 98 | 113 | 92 |
| 5 | Cn1c(=O)c2[nH]c(=S)[nH]c2n(C)c1=O | 110 | 102 | 99 | 105 | 108 | 106 | 108 | 107 |
| 6 | OCCNc1nc(Nc2ccc(C3=NN(c4cc(Cl)cc(Cl)c4)C(c4ccccc4)C3)cc2)nc(N2CCOCC2)n1 (configuration not stated) | 105 | 54 | 95 | 87 | 85 | 99 | 76 | 69 |
| 7 | C(=N\N1CCCCCC1)/c1cccc2ccccc12 | 115 | 100 | 102 | 113 | 116 | nt | 99 | 101 |
| 8 | Cc1cc(=O)oc2cc(OCCn3cc(COC(=O)/C=C/c4cn(-c5ccccc5)nc4-c4ccc(Cl)cc4)nn3)ccc12 | 102 | 87 | 122 | 97 | 107 | 102 | 100 | 80 |
| 9 | CCCCC(=O)C1CCCC1 | 117 | 110 | 93 | 104 | 105 | 116 | 113 | 105 |
| 10 | C/C(=N\N=C(N)N)c1ccc(NC(=O)Nc2ccc(/C(C)=N/N=C(N)N)cc2)cc1 | 92 | 96 | nt | 95 | 115 | 74 | 41 | 94 |
| 11 | COc1ccc(-n2cc(-c3ccc(Cl)cc3)nc2SCC(=O)c2ccc(Cl)cc2)cc1 | 100 | 95 | nt | 99 | 106 | 97 | 99 | 87 |
| 12 | CC(C)N1C(=O)c2ccccc2C1=O | 103 | nt | 105 | 95 | 110 | 107 | 108 | 100 |
| 13 | Cc1ccc(NC(=O)OCCN(C)C(=O)Nc2ccc(C)cc2C)c(C)c1 | 103 | 95 | nt | 99 | 111 | 111 | 97 | 92 |
| 14 | Nc1nc(N)c(-c2ccc(Cl)cc2)c(C=O)n1 | 129 | 96 | 81 | 89 | 100 | 92 | 96 | 89 |
| 15 | N#CCCOC(=O)c1ccccc1C(=O)O | 120 | 108 | 113 | 102 | 114 | 126 | 107 | 95 |
| 16 | O=C1NC(C(=O)NCc2ccc(Cl)cc2Cl)C/C1=C/N1CCOCC1 (configuration not stated) | 102 | 104 | 100 | 110 | 116 | 101 | 100 | 98 |
| 17 | CCCCN1c2nc3ccccc3cc2Sc2cc3ccccc3nc21 | 62 | 92 | 104 | 151 | 116 | 117 | 82 | 103 |
| 18 | Cc1ccc(C(C)C)c2c1CCC2C (configuration not stated) | 103 | nt | 102 | 104 | 109 | 96 | 99 | 99 |
| 19 | Clc1ccc2c(c1)nc1n2CCCC1 | 104 | 101 | 95 | 106 | 114 | 114 | 102 | 98 |
| 20 | CCCC(CCC)NCCO | 108 | 111 | 100 | 109 | 109 | 112 | 108 | 98 |
| 21 | O=c1c2ccccc2nc(SCc2n[nH]c(=S)n2-c2ccccc2)n1CCc1ccccc1 | 107 | 81 | 107 | 105 | 111 | 111 | 77 | 90 |
| 22 | CC(=O)Nc1ccc(C(=O)N2C(=N)C(C#N)=C(O)/C2=C\c2ccc(Cl)c(Cl)c2)cc1 | 112 | 86 | 99 | 102 | 94 | 85 | 102 | 96 |
| 23 | Cc1nn(-c2ccccc2)c(Cl)c1/C=C1\N=C(c2ccccc2)N(C(=O)c2ccc3ccccc3c2)NC1=O | 96 | 87 | 96 | 106 | 114 | 100 | 95 | 102 |
| 24 | CCOC(=O)CC[C@H](NC(=O)c1ccc(CNc2nc3cc(C(F)(F)F)ccc3nc2C(=O)OCC)cc1)C(=O)OCC | 125 | 82 | 106 | 97 | 132 | 106 | 104 | 94 |
| 25 | O=C(C1CCCCC1C(=O)N1CCCCC1)N1CCCCC1 (configuration not stated) | 120 | 92 | 96 | nt | 96 | 112 | 99 | 103 |
| 26 | CC(C)/C(=C/C(=O)O)C(=O)O | 113 | 106 | nt | 100 | 111 | 114 | 103 | 96 |
| 27 | NNc1cccc2ccccc12 | 108 | 93 | 104 | 94 | 116 | 84 | 102 | 91 |
| 28 | O=C(Nc1cccc(-n2cc(-c3ccncc3)c(-c3ccc(O)c(Cl)c3)n2)c1)Nc1ccc(Cl)c(Cl)c1 | nt | -43* | -43* | -17* | -22* | -27* | -47* | -34* |
| 29 | CONC(=O)C1CN(c2cccc(Cl)c2)N(c2cccc(Cl)c2)C1=O (configuration not stated) | 102 | 91 | 93 | 102 | 103 | 71 | 97 | 90 |
| 30 | CCN(Cc1cccc(S(=O)(=O)O)c1)c1ccc(C(=C2C=CC(=[N+](CC)Cc3cccc(S(=O)(=O)O)c3)C=C2)c2ccc(O)c(S(=O)(=O)O)c2)cc1 | nt | 108 | nt | 124 | 113 | 113 | 108 | 101 |
| 31 | COc1nc2c(c(=O)[nH]1)C(c1cc3ccccc3[nH]c1=O)C1=C(CC(C)(C)CC1=O)N2 (configuration not stated) | 85 | 106 | 88 | 104 | 115 | 98 | 103 | 92 |
| 32 | O=C(CCC(=O)c1ccccc1)O/N=C(\Cn1ccnc1)c1ccc(Cl)cc1 | 95 | 80 | 88 | 105 | 112 | 104 | 101 | 98 |
| 33 | CCOC(=O)c1ccnc(F)c1 | 111 | 97 | 110 | 100 | 102 | 102 | 102 | 110 |
| 34 | O=C(O)c1cn(C2CC2)c2cc(N3CCN(C(=O)CSc4nc(-c5ccccc5)cc(=O)[nH]4)CC3)c(F)cc2c1=O | nt | 93 | 100 | 112 | 101 | 95 | 104 | 94 |
| 35 | COc1cc(C2C=C(C)N=C3SC(C)=CN32)cc(OC)c1OC (configuration not stated) | 107 | 103 | 97 | 104 | 106 | 119 | 100 | 96 |
| 36 | CC1=C(C(=O)OC(C)C)C(c2cccc(O)c2)NC(=O)N1 (configuration not stated) | 97 | 97 | 119 | 106 | 102 | 94 | 105 | 89 |
| 37 | COc1ccc(/C=N\NC(=O)c2ccncc2)cc1 | 91 | 103 | 88 | 101 | 93 | 83 | 95 | 96 |
| 38 | CN(C)CCN(C)C(=O)C(c1ccccc1)C1CCCCC1 (configuration not stated) | 100 | 92 | 108 | 116 | 106 | 134 | 102 | 102 |
| 39 | COc1ccc(CCNc2nc3c(c(=O)n(Cc4ccc(Cl)c(Cl)c4)c(=O)n3C)n2C)cc1OC | 100 | 62 | 90 | 82 | 86 | 108 | 79 | nt |
| 40 | c1ccc(C(c2nc3ncncc3[nH]2)N2CSc3nc4ncncc4n3C2)cc1 (configuration not stated) | 70 | 27 | 76 | 29 | 98 | 58 | 85 | 13 |
| 41 | O=C(O)c1ccc(-n2cc(/C=N/Nc3ccccc3F)c(-c3ccccc3)n2)cc1 | 84 | 32 | 109 | 85 | 107 | 92 | 90 | 24 |
| 42 | Nc1ccc(S(=O)(=O)Nc2ccccc2)cc1 | 97 | 111 | 108 | 110 | 138 | 122 | 103 | 110 |
| 43 | O=C1c2ccccc2C(=O)N1CNc1cccc(NCN2C(=O)c3ccccc3C2=O)c1 | 118 | 106 | 102 | 111 | 99 | 110 | 110 | 97 |
| 44 | N=c1nc2c(c(N)n1-c1ccccc1)c(=S)n(-c1ccccc1)c(=S)n2-c1ccccc1 | 128 | 107 | 110 | 116 | 125 | nt | 100 | 94 |
| 45 | CN(/N=N/N(C)c1ccccc1)c1ccccc1 | 97&111 | 103&103 | 100&89 | 127&133 | 112&126 | 117&122 | 112&102 | 102&105 |
| 46 | CCOC(=O)c1sc2nc(-c3ccccc3)c(C#N)c(N)c2c1N | 91 | 97 | 99 | 104 | 108 | 106 | 95 | 104 |
| 47 | NS(=O)(=O)c1ccc(Nc2nc(Nc3ccccc3)nc(N3N=C(c4ccc(Cl)cc4)CC3c3ccc(Cl)cc3)n2)cc1 (configuration not stated) | 66 | 98 | 66 | 39 | 47 | 43 | 52 | 13 |
| 48 | O=C(O)c1ccc(Nc2ccnc(SCC(=O)c3ccc(Cl)cc3)n2)cc1 | 103 | 94 | 98 | 98 | 101 | 101 | 94 | 100 |
| 49 | NC(N)=N/N=C/c1ccc(O)cc1 | 128 | 95 | 97 | 100 | 105 | 91 | 104 | 95 |
| 50 | CC(=O)SC1CC(=O)OC1=O (configuration not stated) | 99 | 92 | nt | 106 | 113 | 125 | 104 | 90 |
| 51 | COc1ccc(-c2ccc(-c3ccc(-c4ccc(C(=N)N)cc4)s3)s2)cc1OC | 105 | 94 | 103 | 88 | 93 | 93 | 94 | nt |
| 52 | O=C(Nc1ccc(Cl)cc1)OCC12COCN1COC2 | 108 | 95 | 98 | 98 | 113 | 108 | 99 | 89 |
| 53 | COC(=O)[C@H](Cc1cn(C)cn1)NC(=O)[C@H](C)NC(=O)Nc1cc(C(F)(F)F)cc(C(F)(F)F)c1 | -90*[100 µM] | -93*[100 µM] | -93*[100 µM] | -87*[100 µM] | -94*[100 µM] | -81*[100 µM] | -95*[100 µM] | -81*[100 µM] |
| 54 | Cc1nc2[nH]c(N)nc(=S)c2[nH]1 | 97 | 107 | 105 | 106 | 108 | 102 | 105 | 93 |
| 55 | CC(=O)O[C@H]1C[C@@]2(C)[C@@H](C[C@@H](O)[C@H]3[C@@]4(C)CC[C@H](NCCCNCCCCN)[C@@H](C)[C@@H]4CC[C@@]32C)/C1=C(\CCC=C(C)C)C(=O)O | 106 | 96 | 104 | 103 | 104 | 95 | 101 | 91 |
| 56 | O=C(/C=C/c1cccc(F)c1)c1cccc(OCCCOc2cccc(C(=O)/C=C/c3cccc(F)c3)c2)c1 | 97 | 81 | 107 | 100 | 106 | 99 | 99 | -38* |
| 57 | O=[N+]([O-])c1ccc(S(=O)(=O)OCCCCOS(=O)(=O)c2ccc([N+](=O)[O-])cc2)cc1 | 115 | 100 | 108 | 95 | 99 | nt | 100 | 95 |
| 58 | CC(/C=C/C=C(\C)[C@H](O)[C@H](C)C(=O)O[C@H]1C[C@H](C)C=C2C=C[C@@]3(C)O[C@@H](O)CC(=O)[C@]3(C)[C@H]21)=C\C=C\C(=O)O | -47* | -32* | 2.1* | 8.6* | -0.8* | -57* | -69* | 6.8* |
| 59 | Cn1cc(C2=C(c3cccc4ccccc34)C(=O)N(O)C2=O)c2cccnc21 | 87 | 68 | 91 | 95 | 98 | 78 | 96 | 66 |
| 60 | c1ccc2nc3c(cc2c1)sc1ncccc13 | 96 | 83 | 110 | 99 | 110 | 105 | nt | 92 |
| 61 | Cc1ccc(C[P+](c2ccccc2)(c2ccccc2)c2ccccc2)cc1 | -4.6* | 6.8* | 3.4* | 4.9* | 9.8* | 10 | -66* | 15 |

2 records picked at random from those above, as already listed:
| entry | Structure | SK-MEL-2 | UACC-62 | UACC-257 | MDA-MB-435 | SK-MEL-28 | MALME-3M | SK-MEL-5 | LOX IMVI |
| --- | --- | --- | --- | --- | --- | --- | --- | --- | --- |
| 55 | CC(=O)O[C@H]1C[C@@]2(C)[C@@H](C[C@@H](O)[C@H]3[C@@]4(C)CC[C@H](NCCCNCCCCN)[C@@H](C)[C@@H]4CC[C@@]32C)/C1=C(\CCC=C(C)C)C(=O)O | 106 | 96 | 104 | 103 | 104 | 95 | 101 | 91 |
| 43 | O=C1c2ccccc2C(=O)N1CNc1cccc(NCN2C(=O)c3ccccc3C2=O)c1 | 118 | 106 | 102 | 111 | 99 | 110 | 110 | 97 |
